TROY signal inh – inhibitors of TROY-driven NF-kB signaling, primary screen, Q293 LMP1-TROYcd cells, NF-kB luciferase, uHTS; 360,000 compounds, 0.98% hits; inhibition, % at 10 µM; AID 1347056, 2019; Q293 LMP1-TROYcd NF-kB luciferase reporter, 4 h;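 active means compounds whose plate-normalised and pattern-corrected inhibition of the luciferase reporter signal at the single screening dose is 50% or more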
Exocytosis inh – LAMP-1 surface exposure blockers, TALL-104 cells – cell-based, flow cytometry, MLPCN library, primary screen | TALL-104 LAMP-1 surface exposure; cells stimulated with thapsigargin and PMA | inhibition, % at 10 µM | 360,000 compounds, 0.66% hits;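 active means inhibition above about 55%, limit read from the data; inconclusive means no clear call, values can overlap the other calls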
TLR9-MyD88 block – inhibitors of TLR9-MyD88 association in cells, primary screen, cell-based, CHO, BLA complementation, fluorescence | CCF4 FRET ratio | Toll-like receptor 9 (Homo sapiens) + Myeloid differentiation primary response protein … | 340,000 compounds, 0.21% hits | inhibition, % at 4.98 µM;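 active means inhibition above the mean over all tested compounds plus 3 SD, cut at about 21% in these data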;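 further: 0% = DMSO only wells and 100% = clavulanate BLA inhibitor control wells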
NR2F2 inh – NR2F2 transcriptional activity inhibitors, primary screen, cell-based, luciferase reporter, HEK293T, luminescence | COUP transcription factor 2 (Homo sapiens), P24468 | HEK293T NGFI-A luciferase reporter | inhibition, % at 8.6 µM | 370,000 compounds, 0.7% hits;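 active means inhibition above a per-plate cutoff, mean inhibition of test wells between control levels plus 3 SD, cut at about 38% in these data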;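 further: cells cotransfected with COUP-TFII expression vector driving the NGFI-A reporter; 0% = median of COUP-TF2 test wells and 100% = reporter-only cells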
Target sequence (P24468 whole entry, looked up): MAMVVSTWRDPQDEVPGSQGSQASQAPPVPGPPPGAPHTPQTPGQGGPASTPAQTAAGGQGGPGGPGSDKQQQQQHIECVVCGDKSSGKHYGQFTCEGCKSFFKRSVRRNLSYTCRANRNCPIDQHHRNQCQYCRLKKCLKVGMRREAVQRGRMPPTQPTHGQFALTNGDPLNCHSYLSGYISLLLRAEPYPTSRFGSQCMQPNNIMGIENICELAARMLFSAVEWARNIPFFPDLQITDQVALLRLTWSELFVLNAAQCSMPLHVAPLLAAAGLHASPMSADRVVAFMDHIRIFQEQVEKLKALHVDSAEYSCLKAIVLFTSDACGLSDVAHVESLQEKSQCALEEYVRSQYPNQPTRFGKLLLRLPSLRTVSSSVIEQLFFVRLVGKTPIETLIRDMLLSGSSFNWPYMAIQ
SRC2 inh – inhibition of GAL4-SRC2 driven luciferase reporter, primary screen, SRC2 inhibitor project, cell-based, luminescence; HEK293 GAL4-SRC2 luciferase reporter; Nuclear receptor coactivator 2 (Homo sapiens), Q15596; inhibition, % at 9 µM; 370,000 compounds, 0.17% hits; AID 651957, 2012;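 active means inhibition above the mean inhibition of all tested compounds plus 3 SD, set per campaign, cut at about 52% in these data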;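 further: 0% = DMSO treated cells and 100% = cells given Gossypol at 36 µM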
NCOA1 inh – SRC1 coactivator transcriptional activity inhibitors, primary screen, cell-based, luminescence; Nuclear receptor coactivator 1 (Homo sapiens), Q15788; HEK293 GAL4-SRC1 luciferase reporter; inhibition, % at 3.6 µM; 360,000 compounds, 0.12% hits; AID 588354, 2011;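 active means inhibition above the campaign mean plus 3 SD, with each screening campaign given its own cutoff, cut at about 60% in these data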;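 further: 0% = DMSO treated cells and 100% = gossypol at 36 µM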
TWEAK-Fn14 inh – inhibitors of TWEAK-Fn14 signaling, primary screen, luciferase reporter cells, uHTS | 360,000 compounds, 2% hits | AID 1159606, 2016 | inhibition, % at 10 µM | TWEAK-stimulated Fn14 reporter cells, luciferase luminescence, 8 h; in the data active means inhibition above about 50%
NOD2-RIPK2 inh – NOD2-RIPK2 binding disruptors in cells, primary screen, fluorescence, CHO cells, BLA complementation. Receptor-interacting serine/threonine-protein kinase 2 (Homo sapiens), O43353. CCF4 ratio. inhibition, % at 4.98 µM. 360,000 compounds, 0.38% hits. AID 624267, 2012; in the data active means inhibition above about 21%;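 further: 0% = vehicle only and 100% = reference blocker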
ABHD5-PLIN5 inh – ABHD5-PLIN5 interaction inhibitors, primary screen, cell lysate, split luciferase complementation, luminescence | Perilipin-5 (Homo sapiens) + 1-acylglycerol-3-phosphate O-acyltransferase ABHD5 (Homo … | Split G. princeps luciferase complementation, 4 h | inhibition, % at 4 µM | 360,000 compounds, 0.78% hits | AID 602281, 2012;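 active means inhibition above the mean inhibition across every tested compound plus 3 SD, cut at about 22% in these data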;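 further: 0% = DMSO only wells and the 100% control is not disclosed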
LRH-1 inv ag – LRH-1 (NR5A2) inverse agonists, primary screen, cell-based, luminescence, HEK293T, StAR-luciferase reporter. Nuclear receptor subfamily 5 group A member 2 (Homo sapiens), O00482. LRH-1 transfected, 24 h. inhibition, % at 3.6 µM. 360,000 compounds, 0.13% hits. AID 602396, 2012;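 active means inhibition above the mean inhibition of all tested compounds plus 3 SD, cut at about 73% in these data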;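 further: 0% = DMSO wells and 100% = reporter-only cells lacking LRH-1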
Target sequence (O00482 whole entry, looked up): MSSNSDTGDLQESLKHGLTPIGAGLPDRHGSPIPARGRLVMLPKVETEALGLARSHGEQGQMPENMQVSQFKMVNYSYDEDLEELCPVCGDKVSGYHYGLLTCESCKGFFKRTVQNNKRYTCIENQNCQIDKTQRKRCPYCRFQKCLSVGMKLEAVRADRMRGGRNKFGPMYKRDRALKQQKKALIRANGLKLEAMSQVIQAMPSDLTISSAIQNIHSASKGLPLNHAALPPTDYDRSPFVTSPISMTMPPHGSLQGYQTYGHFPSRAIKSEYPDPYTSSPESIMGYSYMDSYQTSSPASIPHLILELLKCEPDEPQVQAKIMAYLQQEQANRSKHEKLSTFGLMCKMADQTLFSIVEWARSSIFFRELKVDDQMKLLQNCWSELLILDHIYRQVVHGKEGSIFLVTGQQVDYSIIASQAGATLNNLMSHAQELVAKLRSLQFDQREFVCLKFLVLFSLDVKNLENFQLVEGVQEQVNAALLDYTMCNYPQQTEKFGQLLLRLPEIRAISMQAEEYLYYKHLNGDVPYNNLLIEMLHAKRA
NCOA3 inh – SRC3 coactivator transcriptional activity inhibitors, primary screen, cell-based, luminescence; Nuclear receptor coactivator 3 (Homo sapiens), Q9Y6Q9; HEK293 GAL4-SRC3 luciferase reporter; inhibition, % at 3.6 µM; 360,000 compounds, 0.17% hits;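 active means inhibition above a per-campaign cutoff, the mean of all compounds plus 3 SD, cut at about 60% in these data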;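 further: 0% = DMSO-treated cells and 100% = gossypol-treated cells at 36 µM; higher means less SRC3-driven luciferase light from the GAL4 reporter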
Numbers without * were called inactive; ? = inconclusive; nt = not tested or not shown. This is a subset, so the mix of outcomes need not match the whole.

Results follow in this order: TWEAK-Fn14 inh	ABHD5-PLIN5 inh	TROY signal inh	NCOA1 inh	LRH-1 inv ag	SRC2 inh	NCOA3 inh	NOD2-RIPK2 inh	TLR9-MyD88 block	NR2F2 inh	Exocytosis inh
1. COc1cc2ccccc2cc1C(=O)OCC(=O)c1c(N)n(C)c(=O)n(C)c1=O
→ 1	2	-7	-23	0	23	16	7	2	-5	1
2. COc1ccc(NC(=O)CN(c2ccc(OC)c(Cl)c2)S(=O)(=O)c2ccccc2)cc1
→ -5	-1	18	-8	-5	10	-9	-1	0	13	56*
3. O=C(Nc1ccc2c(c1)OCCO2)c1cc(-n2cnnc2)ccc1Cl
→ 11	14	-14	-5	-15	-23	-4	-3	-3	-1	1
4. CCn1c(=O)c2cc(C(=O)NCC(OC)OC)sc2c2ccccc21
→ -13	3	2	15	16	-5	-36	-4	5	-10	2
5. COc1ccc(C2/C(=C(/O)c3ccc4c(c3)CC(C)O4)C(=O)C(=O)N2Cc2ccncc2)cc1 (stereo not given)
→ 8	-8	-12	-7	19	5	0	3	8	-15	1
6. COc1cccc(C2c3c(oc4ccccc4c3=O)C(=O)N2CCCN2CCOCC2)c1 (stereo not given)
→ -17	-8	-3	2	-41	-17	8	7	1	-10	1
7. CC1CCN(c2c(NCc3ccc(C(=O)NCc4ccco4)cc3)c(=O)c2=O)CC1
→ 1	-6	2	-4	2	-31	8	-2	14	-6	1
8. O=C(O)COc1ccc(Br)cc1C(c1c(C(=O)O)[nH]c2ccccc12)c1c(C(=O)O)[nH]c2ccccc12
→ 6	-6	7	-7	13	nt	-10	6	-14	nt	-11
9. COC(=O)c1ccccc1NC(=O)C1CCN(S(C)(=O)=O)CC1
→ 12	6	-9	16	3	3	24	-10	-1	-2	5
10. C=CCN1C(=O)c2ccc(C(=O)Nc3ccccn3)cc2C1=O
→ 12	-7	-46	2	-9	-33	0	0	4	-20	-7
11. CC1(C)Cc2c(sc3ncn4c(=S)[nH]nc4c23)CO1
→ 10	-5	14	3	9	-16	16	-6	14	17	-8
12. COc1ccc(S(=O)(=O)N/N=C\c2ccccc2F)cc1
→ 4	12	14	7	12	5	-10	2	-4	-16	21
13. CCc1cccc2c(N=O)c(O)[nH]c12
→ -2	2	-2	-8	0	-8	11	3	20	2	-3
14. CCN(CC)CCNC(=O)c1cc2c(=O)n(CC)c3ccccc3c2s1
→ 3	-4	-4	-6	-21	-37	-17	8	1	-11	27
15. Clc1ccc(/C=N/Nc2ncnc3ccccc23)cc1Cl
→ 43	-1	0	-99	-140	-46	-95	2	4	-50	14
16. COc1ccc(O)c(C(=O)/C=C/c2cc3ccccc3o2)c1
→ 15	19	-6	3	15	7	19	-9	2	2	-2
17. CCc1ccccc1NNC(=O)c1snnc1C
→ -7	-4	-2	6	1	-19	3	-4	nt	-6	5
18. Cc1c(C#N)c(O)[nH]c(=O)c1N=Nc1ccc(Br)cc1C(=O)O
→ 33	0	1	9	2	4	-5	5	3	-4	2
19. CCc1c(C)nc(N2CCN(Cc3ccc4c(c3)OCO4)CC2)[nH]c1=O
→ 1	0	14	4	20	-12	1	-2	10	6	6
20. Clc1ccc(OCc2nc(-c3ccncc3)no2)c(Br)c1
→ 4	-2	-6	-110	-98	-40	-122	-1	12	-37	4
21. O=C(N[C@@H](Cc1ccccc1)C(=O)NC1CCCCCC1)c1ccco1
→ -8	0	-38	-29	-52	-29	-50	7	2	-24	1
22. O=C(N/N=C/c1cccs1)C(=O)Nc1cccc(Cl)c1
→ -2	0	-51	-8	-50	-21	4	-13	9	-8	1
23. O=C(CSc1nnc2c(n1)[nH]c1ccccc12)Nc1ccc2c(c1)OCO2
→ -2	1	25	-14	2	1	1	1	5	20	-2
24. CC1(c2ccc3c(c2)OCO3)NC(=O)N(CC(=O)NCCC2=CCCCC2)C1=O (stereo not given)
→ 11	0	-3	-13	-7	2	-11	6	-13	6	-2
25. S=C(Nc1cccc(Cl)c1)Nc1cccc2cnccc12
→ 76*	-44	34	-4	12	nt	21	-1	1	nt	?
26. COc1ccc(CC(=O)NCC2CCCN(Cc3ccc(SC)cc3)C2)cc1 (stereo not given)
→ 13	-14	4	-8	10	2	6	-4	-6	-4	47
27. Cc1nonc1CN(C)C(=O)c1cc(COc2ccc(F)cc2Cl)on1
→ -14	20	-24	-16	-36	12	1	0	-2	-12	41
28. O=C(CCNC(=O)Cn1cnc2ccccc2c1=O)NCC1CCCO1 (stereo not given)
→ -12	-8	-15	-6	9	24	14	10	-7	24	-2
29. COc1ccccc1NC(=O)Nc1ccc(Cl)c(S(=O)(=O)Nc2ccccc2OC)c1
→ 30	1	13	5	7	3	3	-3	1	-16	-5
30. O=C(c1ccc(S(=O)(=O)Nc2ccccc2)cc1)N1CCC1
→ 0	-14	13	0	-8	-8	7	-6	-7	-12	1
31. CC1=C(C(=O)NC(C)CCc2ccccc2)C2(CCC(C)CC2)OC1=O (stereo not given)
→ -3	-5	1	-3	16	25	10	6	1	2	-2
32. CCOc1ccc(N(CC(=O)NC2CCCCCC2)S(=O)(=O)c2c(C)[nH]c(=O)[nH]c2=O)cc1
→ -27	7	9	4	-3	-11	7	-6	4	2	1
33. Cc1cccc(-n2c(O)c(C=Nc3ccccc3-c3n[nH]c(=S)[nH]c3=O)c3ccccc3c2=O)n1
→ 14	-1	-22	-14	9	-21	11	-11	-6	-13	3
34. c1ccc(Cn2nnnc2CN2CCOCC2)cc1
→ 0	2	-12	-25	-2	5	0	-9	6	4	-1
35. O=C(CSc1n[nH]c(=O)n1-c1ccccc1)Nc1ccccc1C(F)(F)F
→ 1	-4	-4	6	10	1	1	-4	-4	8	-8
36. CCc1ccc(C(=O)CCC2CCCCC2=O)cc1 (stereo not given)
→ -19	0	-40	-146	-78	nt	-72	-6	-2	nt	-1
37. CCc1nc2ccc(C(=O)NC(C)(C)C)cn2c1N(CC)Cc1cccc(Br)c1
→ -17	-1	10	13	2	-13	-8	-4	nt	26	1
38. CN1CC2([N+](=O)[O-])CC=C(OCCO)C([N+](=O)[O-])(C1)C2 (stereo not given)
→ -3	4	-8	-15	5	-10	19	-12	9	3	-3
39. COc1cc(CC(=O)Nc2cccc(C(F)(F)F)c2)cc(OC)c1OC
→ 3	0	20	12	5	5	14	-4	4	0	-3
40. Cn1c(=O)c2c(nc(CN3CCc4ccccc4C3)n2Cc2cccc(Cl)c2)n(C)c1=O
→ 36	2	38	-9	18	-6	11	7	8	-4	18
41. CCOC(=O)C1CCN(C(=O)c2ccccc2NS(=O)(=O)c2ccc(F)cc2)CC1
→ -18	2	11	-2	2	-10	-7	-6	4	10	1
42. O=C(NCCO)c1ccc2c3n(nc2c1)-c1ccc(Cl)cc1CO3
→ -17	6	-83	-93	-171	-91	-107	-11	-2	-29	8
43. Cc1nnc(SCC(=O)Nc2ccc3c4c(cccc24)CC3)n1C
→ -9	1	-1	-27	-9	6	-3	-1	2	3	17
44. Cc1cc2c(cc1C)N1C(=O)c3cc4ccccc4cc3NC(=O)C1C(=O)N2 (stereo not given)
→ -1	8	10	14	-47	-15	-5	0	nt	-18	-3
45. CCCc1ccc2c(N)c(C#N)sc2n1
→ -13	4	-13	-10	-19	-21	2	2	7	-32	-1
46. CCOC(=O)C1(C)CCCN(C(=O)c2ccc3snnc3c2)C1 (stereo not given)
→ 10	-1	-15	-13	-15	15	-8	3	nt	-13	0
47. COc1cccc(/C=N/NC(=O)c2ccc3nc[nH]c3c2)c1
→ 21	-6	-25	-15	-17	-1	-4	-4	-2	-15	2
48. Cc1ccc2c(c1)N(CC(=O)NCCc1c[nH]c3ccccc13)C(=O)CO2
→ 15	7	-4	-8	7	0	-21	-10	2	8	-6
49. Cn1c(SCC(=O)C(C)(C)C)nnc1-c1ccncc1
→ -6	-3	-10	3	-5	29	12	-7	-3	-17	-3
50. O=C1Nc2ccc(Br)cc2C1(O)Cc1ccccn1 (stereo not given)
→ 7	-4	-7	-11	3	-22	-2	-14	2	3	3
51. Cc1nn(Cc2c(Cl)cccc2Cl)c(C)c1NC(=O)c1cc(C(C)C)on1
→ -42	-1	7	-3	-9	-9	-95	7	2	-59	-1
52. COc1ccc(S(=O)(=O)N2CCCCCC2)cc1C(=O)N(C)Cc1cccc(OC)c1OC
→ -15	-8	-9	-4	8	-7	14	-2	-1	1	-4
53. O=C(O)c1cccc(NC(=O)C2C3C=CC(C3)C2C(=O)O)c1 (stereo not given)
→ -17	1	-19	-2	13	8	12	1	-9	2	-2

Screening data (PubChem BioAssay)
